# CSN deneddyl inh = inhibitors of human CSN-mediated cullin deneddylation; Purified CSN, SCF-Nedd8-OG deneddylation, fluorescence polarization; inhibition, % at 12.5 µM; 360,000 compounds, 0.38% hits;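 active means pattern-corrected inhibition above about 35%, with an unprinted fluorescence ratio check between 0.5 and 1.5, limit read from the data, passing the limit was not always enough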;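 further: 0% = enzyme with substrate and 100% = substrate without enzyme; some results filed as inactive read as strong as hits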
#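 Assay system: purified human Csn5 enzyme expressed in HEK293T cells; measure: % inhibition; also added: SCFSkp2-Nedd8OG substrate at 10 nM final; technique: fluorescence polarization; times: reaction 90 min, room temperature; medium: Tris buffer pH 7.5, NaCl, DTT, Tween-20, trehalose, ovalbumin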
# NadD block = inhibitors of Staphylococcus aureus NadD; purified NadD enzyme, colorimetric absorbance read-out; inhibition, % at 20 µM; 360,000 compounds, 0.78% hits; in the data active means inhibition above about 26%; further: some compounds past the cut are filed as inactive
# STEP block = blocks human striatal-enriched tyrosine phosphatase; recombinant STEP, OMFP fluorogenic substrate, fluorescence; P54829; inhibition, % at 20 µM; 360,000 compounds, 0.25% hits;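 active means inhibition at 20 µM, scaled per plate between control wells, above about 37%, limit read from the data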;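 further: 0% = DMSO with enzyme and substrate and 100% = substrate only without enzyme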
#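 System: STEP (striatal-enriched tyrosine phosphatase) enzyme, cell-free; medium: Bis-Tris pH 6.0 buffer with DTT, detergent; dosing: 20 µM, 1% DMSO; times: reaction 20 min, ambient temperature; detection: fluorescence, 480/540 nm; read-out basis: normalized % inhibition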
# TbMetRS inhib = blocks T. brucei methionyl-tRNA synthetase activity; inhibition, % at 11.9 µM; purified T. brucei MetRS, ATP depletion, Kinase-Glo luminescence; AID 624268; 360,000 compounds, 0.4% hits;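 active means inhibition above a per-plate cutoff of the control wells' mean inhibition plus 3 SD, cut at about 5.5% in these data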;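 further: 0% = DMSO wells median and 100% = median of wells with control inhibitor compound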
#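 Measured by: Kinase-Glo luciferase luminescence reporting remaining unconsumed ATP. Material: purified T. brucei MetRS enzyme. Doses: 11.9 µM compound single dose, 0.9% DMSO. Medium: HEPES buffer containing pyrophosphatase, BSA, spermine, DTT. Times: 15 min preincubation, 2 h reaction, all 25 °C. Reagent: methionine, ATP and bulk E. coli tRNA.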
# MLLE-PAM2 inh = blocks PAM2 peptide binding to the PABP1 MLLE domain; P11940; GST-MLLE / FITC-PAM2 fluorescence polarization; inhibition, % at 20 µM; 360,000 compounds, 0.36% hits; AID 588489; in the data active means inhibition above about 35%, passing the limit was not always enough;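 further: plate controls were DMSO wells with GST-MLLE for no effect and wells lacking GST-MLLE protein for full effect; some results filed as inactive read as strong as hits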
# Target sequence (P11940 whole entry, looked up, the tested form may be a part): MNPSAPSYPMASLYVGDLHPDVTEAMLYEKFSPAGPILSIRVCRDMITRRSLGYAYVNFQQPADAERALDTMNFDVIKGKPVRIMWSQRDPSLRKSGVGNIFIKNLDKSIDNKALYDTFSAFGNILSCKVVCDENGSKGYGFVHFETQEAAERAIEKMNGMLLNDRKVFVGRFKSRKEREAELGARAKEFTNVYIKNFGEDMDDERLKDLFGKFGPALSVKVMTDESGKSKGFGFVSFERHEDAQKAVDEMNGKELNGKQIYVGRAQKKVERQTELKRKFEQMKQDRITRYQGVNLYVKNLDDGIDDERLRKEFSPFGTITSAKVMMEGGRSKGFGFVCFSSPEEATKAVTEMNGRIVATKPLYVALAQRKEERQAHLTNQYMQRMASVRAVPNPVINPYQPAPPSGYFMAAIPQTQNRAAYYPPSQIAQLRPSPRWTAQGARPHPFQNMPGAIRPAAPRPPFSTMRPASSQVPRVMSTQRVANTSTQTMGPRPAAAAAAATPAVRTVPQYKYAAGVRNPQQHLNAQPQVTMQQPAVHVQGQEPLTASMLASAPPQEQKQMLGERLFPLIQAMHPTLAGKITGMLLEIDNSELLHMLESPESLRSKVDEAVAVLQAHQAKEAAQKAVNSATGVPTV
# LMPTP inh = LMPTP (human) inhibition; recombinant LMPTP-A, OMFP fluorogenic substrate, fluorescence intensity; inhibition, % at 20 µM; 360,000 compounds, 0.22% hits;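 active means compounds that cut the enzyme signal by at least half of the control window in the single-dose screen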;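 further: plate controls were DMSO wells with enzyme plus substrate for no effect and substrate without enzyme for full effect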
# Target sequence (P24666 whole entry, looked up): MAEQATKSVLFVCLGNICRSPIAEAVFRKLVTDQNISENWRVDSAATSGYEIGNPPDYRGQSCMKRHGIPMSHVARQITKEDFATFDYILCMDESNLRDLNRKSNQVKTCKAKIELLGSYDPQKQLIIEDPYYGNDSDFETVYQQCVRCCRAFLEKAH
#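 test system = LMPTP-A | amount = 0.625 nM LMPTP-A final | reagent = fluorogenic phosphatase substrate OMFP at 400 µM final | incubation = 50 min at room temperature | benchmarks = no-enzyme low control, uninhibited high control | medium = Bis-Tris pH 6.0, DTT, detergent | signal = fluorescence intensity of OMFP turnover product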
# Rpn11 inh = Rpn11 (human) deubiquitinase inhibition | AID 588493 | 360,000 compounds, 0.59% hits | O00487 | human 26S proteasome, Ub4-pepOG fluorescence polarization; 20S core pre-blocked with epoxomicin | calls only at 20 µM;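 active means inhibition at 20 µM, scaled to each plate's controls, above about 33%, limit read from the data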
# Scp1 inh = blocks human Scp-1 phosphatase activity; Recombinant Scp1, phosphopeptide, malachite green phosphate absorbance; 340,000 compounds, 0.88% hits; Q9GZU7; inhibition, % at 20 µM; AID 493091;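 active means inhibition above about 50% at 20 µM, limit read from the data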;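 further: plate controls were DMSO wells with enzyme for no effect and wells lacking enzyme for full effect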
#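 System: truncated SCP-1 phosphatase (76-261aa); medium: Tris acetate buffer pH 5.5 with MgCl2 and Tween-20; incubation: 45 min room-temperature reaction, 5 min colour, 30 min stabiliser; compound: single 20 µM dose, 1% DMSO; reagent: Phosphorylated 17-residue peptide substrate; read-out: % inhibition at 20 µM; technique: colorimetric free-phosphate detection, absorbance 630 nm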
# DNMT1 block = blocks human DNA methyltransferase DNMT1; P26358; DNMT1 molecular beacon, Hinp1I cleavage, fluorescence; inhibition (reported as % activation of signal), % at 10 µM; 360,000 compounds, 0.83% hits; AID 588458; in the data active means inhibition above about 50%
# SUMO1-SIM PPI = SUMO1-SIM interaction modulation | 360,000 compounds, 0.33% hits | P63165 | inhibition, % at 20 µM | SUMO1 binding to a labelled peptide, TR-FRET, 1 h | AID 602429; in the data active means inhibition above about 37%
# Target sequence (P63165 whole entry, looked up): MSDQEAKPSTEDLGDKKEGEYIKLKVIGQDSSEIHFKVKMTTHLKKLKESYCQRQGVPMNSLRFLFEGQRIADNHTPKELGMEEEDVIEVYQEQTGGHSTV
# An asterisk follows results filed as active; i = inactive; · = no result given.
no.	SMILES	CSN deneddyl inh	NadD block	STEP block	TbMetRS inhib	MLLE-PAM2 inh	LMPTP inh	Rpn11 inh	Scp1 inh	DNMT1 block	SUMO1-SIM PPI
1	Cc1cccc(C)c1OCC(=O)Nc1cccc(S(=O)(=O)N2CCCCCC2)c1	2	-7	1	0.2	-24	2.3	i	·	3	1
2	COc1ccc(CC(NC(C)=O)C(=O)NC2CCN(c3c4c(nc5ncnn35)CCC4)CC2)cc1 (stereo not drawn)	-3	1	-2	0.1	-5	-0.7	i	3	1	-1
3	COc1ccccc1OCc1nnc(SCC(=O)NCc2ccco2)n1Cc1ccco1	17	17	8	-0.9	-83	2.7	i	95*	43	11
4	Cc1nnc(N(C)C(=O)c2ccncc2)s1	0	1	-1	-0.1	-21	0.1	i	-6	-1	-1
5	Cc1[nH]c2ccccc2c1C(=O)CNc1nccs1	-3	0	0	-0.3	-109	1.2	i	96*	-3	0
6	COc1ccc(CN2C(=O)c3ccccc3C2=O)cc1C(=O)Nc1ccc(C)cc1C	4	-4	2	-0.3	6	2.4	i	8	19	0
7	CC(C)(Oc1ccc(Br)cc1)C(=O)N1CCc2ccccc21	-8	-7	2	-1.1	-10	3.1	i	-2	0	-6
8	CCCCn1c(O)c2n(c1=O)Cc1ccccc1N=C2c1ccc(OC)cc1	4	0	2	1.0	12	0.5	i	·	-3	-22
9	COc1cccc(/C=C2\C=C(c3ccc(C)cc3)OC2=O)c1OC(C)=O	5	0	0	-0.7	-8	3.4	i	-3	-4	-14
10	CCN(CC)S(=O)(=O)c1ccc(/C=C/C(=O)OCC(=O)NCc2cccs2)cc1	-2	-10	-3	-0.4	0	-0.1	i	-12	-3	-27
11	Cc1csc(NC(=O)CSc2nnc(C)c(=O)n2N)n1	2	-3	-1	-0.3	3	-0.9	i	-9	-1	0
12	CCN(C(=O)CSc1nnc(COc2ccccc2F)n1N)C1CCS(=O)(=O)C1 (stereo not drawn)	2	2	0	-0.1	-7	0.0	i	-8	0	0
13	Cc1ccc(CC2CC(=O)N(c3ccc(C)cc3)C2=O)cc1 (stereo not drawn)	-3	-2	-3	1.1	1	-0.6	i	-12	-2	1
14	COc1ccc2nc(C)cc(N3CCN(S(=O)(=O)c4ccccc4F)CC3)c2c1	1	0	0	-0.4	-3	9.6	i	1	-4	-16
15	Cc1nc(NC(=O)c2cc(-n3cnnc3)ccc2Cl)ccc1Br	0	-1	1	-0.1	-90	-0.3	i	-5	3	3
16	CC(=O)c1ccc(N(C(=O)CNC(=O)c2ccco2)C(C(=O)NC2CCCC2)c2ccco2)cc1 (stereo not drawn)	0	-9	0	-0.5	-8	0.7	i	-7	-1	6
17	O=C(CCc1nc(-c2ccc(F)cc2)no1)Nc1cccc(C(=O)NC2CC2)c1	-2	-2	-2	-0.2	3	-0.1	i	-11	-5	33
18	c1cc2c(cc1Nc1nc(-c3ccc4c(c3)OCO4)cs1)OCCO2	0	40*	-1	-0.6	24	0.8	i	1	-25	11
19	O=C(CCl)Nc1sccc1C(=O)c1ccccc1	4	-8	-2	-0.2	0	-0.6	i	-7	29	-19
20	CS(=O)(=O)N(C(=O)NC(=O)NC1CCS(=O)(=O)C1)C1CCCCC1 (stereo not drawn)	1	7	-1	-0.6	-8	-1.5	i	-7	3	1
21	COC(=O)c1ccc(OCC(O)CN(CCO)CC(O)Cn2ccc3ccccc32)cc1 (stereo not drawn)	2	-5	-1	0.5	1	0.8	i	-1	-9	-1
22	Cn1cc(S(=O)(=O)N2CCCC2)cc1C(=O)Nc1cccc(C(F)(F)F)c1	2	-8	1	-0.5	1	3.1	i	-3	-3	-6
23	NC(=O)CC(NC(=O)c1ccccc1)c1ccc(N2CCC(N3CCCC3)CC2)c([N+](=O)[O-])c1 (stereo not drawn)	-6	-8	-3	-0.3	-5	-2.1	i	-8	1	-14
24	CN1CCN(C(=O)c2cc3c(c(-c4cccc(-c5cccnc5)c4)n2)[C@H](CCO)N(C(=O)CC2CC2)C3)CC1	-5	0	·	0.6	·	-0.6	·	·	·	0
25	O=C(Nc1ccc(N2CCCC2)cc1)c1ccc(Br)o1	5	44*	4	0.6	-12	43	i	-3	81*	-7

# Entries listed so far that have a thiophene ring, fused or not, in the order listed:
no.	SMILES	CSN deneddyl inh	NadD block	STEP block	TbMetRS inhib	MLLE-PAM2 inh	LMPTP inh	Rpn11 inh	Scp1 inh	DNMT1 block	SUMO1-SIM PPI
10	CCN(CC)S(=O)(=O)c1ccc(/C=C/C(=O)OCC(=O)NCc2cccs2)cc1	-2	-10	-3	-0.4	0	-0.1	i	-12	-3	-27
19	O=C(CCl)Nc1sccc1C(=O)c1ccccc1	4	-8	-2	-0.2	0	-0.6	i	-7	29	-19

# One compound at a time (already shown):
# Cn1cc(S(=O)(=O)N2CCCC2)cc1C(=O)Nc1cccc(C(F)(F)F)c1 in the list: CSN deneddyl inh: 2; NadD block: -8; STEP block: 1; TbMetRS inhib: -0.5; MLLE-PAM2 inh: 1; LMPTP inh: 3.1; Rpn11 inh: i; Scp1 inh: -3; DNMT1 block: -3; SUMO1-SIM PPI: -6
# c1cc2c(cc1Nc1nc(-c3ccc4c(c3)OCO4)cs1)OCCO2 in the list: CSN deneddyl inh: 0; NadD block: 40*; STEP block: -1; TbMetRS inhib: -0.6; MLLE-PAM2 inh: 24; LMPTP inh: 0.8; Rpn11 inh: i; Scp1 inh: 1; DNMT1 block: -25; SUMO1-SIM PPI: 11

# The list continues:
no.	SMILES	CSN deneddyl inh	NadD block	STEP block	TbMetRS inhib	MLLE-PAM2 inh	LMPTP inh	Rpn11 inh	Scp1 inh	DNMT1 block	SUMO1-SIM PPI
26	CCCC(=O)Nc1nc(C)c(-c2csc(Nc3ccccc3C)n2)s1	8	8	-1	0.0	-11	0.4	i	-3	-37	-3
27	CC(=O)C1=C(C)NC(=S)NC1c1cccc([N+](=O)[O-])c1 (stereo not drawn)	-4	-1	1	-0.4	-125	-0.9	i	-7	1	-13
28	O=C(Nc1nc2ccc(Cl)cc2s1)c1ccc(N2CCCCC2)c([N+](=O)[O-])c1	-12	19	4	-0.4	10	5.3	i	-2	9	-2
29	Cc1occc1-c1nnc(-c2cc([N+](=O)[O-])cc([N+](=O)[O-])c2)o1	4	0	2	-0.5	2	2.0	i	-6	-5	-23
30	CN1C[C@@H](CO)O[C@@H](n2cnc3c(N4CCN(CCO)CC4)ncnc32)C1	-3	3	-1	0.0	14	-1.3	i	·	-2	-3
31	Cc1cc2nc(C(C)(C)C)c(Cc3cccc(Cl)c3)n2c(C)c1Br	0	18	·	-1.8	·	1.3	·	·	·	1
32	N#Cc1ccc(-c2ccc(F)cc2)nc1Sc1ccc(F)cc1	-4	0	1	-0.2	-7	-0.1	i	-2	17	1
33	S=C(NC1CCCCC1)N1CCN(Cc2ccccc2)CC1	-6	-8	1	-0.6	-127	-1.8	i	-8	-1	2
34	COC(=O)COc1cccc2c(=O)n(CC(=O)NCCc3ccccc3)ccc12	10	-2	-1	-0.6	-8	-0.5	i	-3	0	3
35	CCN(CC)C(=O)Cn1cc(S(=O)(=O)CC(=O)Nc2ccc(C(N)=O)cc2)c2ccccc21	7	-7	-2	-0.5	1	1.5	i	-5	2	-2
36	O=C(NC(Cc1c[nH]c2ccccc12)C(=O)N1CCOCC1)c1cccs1 (stereo not drawn)	-2	0	2	-0.7	4	0.9	i	0	0	1
37	CCSc1nnc(NC(=O)CCN2C(=O)C3CCCCC3C2=O)s1 (stereo not drawn)	10	-5	-3	-0.4	4	-0.8	i	-6	1	2
38	COc1cc(NC(=O)c2cc3ccccc3o2)c(OC)cc1Cl	0	-7	0	-0.8	4	-3.0	i	-2	0	5
39	CC[C@@H](C(=O)[C@@H](C)[C@@H](O)[C@H](C)CCc1ccc(C)c(O)c1C(=O)O)[C@H]1O[C@](CC)([C@H]2CC[C@](O)(CC)[C@H](C)O2)C[C@@H]1C	0	13	-1	0.1	-2	1.3	i	-9	18	16
40	CSc1ccc(/C=C/C(=O)c2ccc(NC(=O)C(C)C)cc2)cc1	12	12	-1	-1.1	-13	1.2	i	-18	1	-9
41	COc1ccc(NC(=O)CN2CCN(CC(=O)Nc3ccc4c(c3)OCO4)CC2)cc1	-4	3	0	-0.2	-9	-0.4	i	-4	-2	0
42	C#CCNC(=O)C1=C[C@@H](C(C)(C)C)C[C@@H](OCc2ccc(CO)cc2)O1	12	-1	-2	-0.2	-1	-0.4	i	-6	3	5
43	CCCn1c(C2CCCN2c2nc(C)cs2)nc2cc(Cl)c(Cl)cc21 (stereo not drawn)	4	2	2	-0.4	-2	-0.1	i	-2	4	8
44	CCn1nc(NC(=O)Cc2ccc(OC)cc2)c2cc3cccc(C)c3nc21	4	-4	-4	0.3	1	-1.4	i	-3	3	-5
45	CSc1cccc(NC(=O)OC2CCCCCCCCCCC2)c1	-4	-1	-4	-0.9	6	0.6	i	-11	9	-3
46	O=C(Nc1ccc(N2CCCCC2)cc1)c1ccccc1	2	-2	1	-1.7	-18	-0.2	i	-4	-7	-6
47	COc1ccc(N2CCN(S(=O)(=O)CCNC(=O)COc3ccccc3C)CC2)cc1	5	5	1	-0.2	-4	0.4	i	-5	-1	3
48	COc1ccc(CCNC(=O)c2ccc(OCC(=O)N3CCOCC3)c(OC)c2)cc1OC	3	-7	1	-0.3	3	-0.1	i	6	1	1
49	O=S(=O)(c1ccc(NC(=S)NN=C2CCCCC2)cc1)N1CCOCC1	3	-5	4	-1.0	-44	-0.9	i	-5	-1	-1

# Ordered by value in LMPTP inh (largest number first): 3 from the list above.
No.	Molecule	CSN deneddyl inh	NadD block	TbMetRS inhib	MLLE-PAM2 inh	LMPTP inh	Rpn11 inh	Scp1 inh	DNMT1 block	SUMO1-SIM PPI
7	CC(C)(Oc1ccc(Br)cc1)C(=O)N1CCc2ccccc21	-8	-7	-1.1	-10	3.1	i	-2	0	-6
36	O=C(NC(Cc1c[nH]c2ccccc12)C(=O)N1CCOCC1)c1cccs1 (stereo not drawn)	-2	0	-0.7	4	0.9	i	0	0	1
2	COc1ccc(CC(NC(C)=O)C(=O)NC2CCN(c3c4c(nc5ncnn35)CCC4)CC2)cc1 (stereo not drawn)	-3	1	0.1	-5	-0.7	i	3	1	-1

# Source: PubChem
